Screening data deposited in PubChem by Sanford-Burnham Center for Chemical Genomics.
EBI2 block = EBI2 (human) antagonism. 0.81% of 360,000 active. P32249. AID 651636. inhibition, % at 5 µM. EBI2 beta-arrestin recruitment, luminescence, 7a,25-OHC stimulated; in the data active = inhibition above about 38%;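 note: enzyme fragment complementation signal reports receptor beta-arrestin coupling in cells; 0% = agonist plus DMSO wells and 100% = wells without agonist; some results beyond the cut were filed as inactive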
Target sequence (P32249 whole entry, looked up, the tested form may be a part): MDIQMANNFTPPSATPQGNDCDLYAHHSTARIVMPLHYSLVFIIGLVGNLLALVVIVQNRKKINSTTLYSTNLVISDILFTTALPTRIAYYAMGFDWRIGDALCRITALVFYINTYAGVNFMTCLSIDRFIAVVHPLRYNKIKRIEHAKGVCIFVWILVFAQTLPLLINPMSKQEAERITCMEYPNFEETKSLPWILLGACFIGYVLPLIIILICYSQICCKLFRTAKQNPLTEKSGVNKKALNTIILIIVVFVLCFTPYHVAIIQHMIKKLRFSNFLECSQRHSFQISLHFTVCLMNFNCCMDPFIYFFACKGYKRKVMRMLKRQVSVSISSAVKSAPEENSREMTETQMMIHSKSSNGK
APJ ag = APJ receptor agonism; P35414; CHO-K1 APJ PathHunter beta-arrestin, luminescence; 0% DMSO wells, 100% apelin; activation, % at 20 µM; 0.11% of 330,000 active;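 active = activation more than six SD over the plate average, tested at 20 µM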;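 note: 0% = DMSO alone and 100% = apelin-13 at 10 nM; some results filed as inactive read as strong as hits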
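Test system – PathHunter CHO-K1 APJ (AGTRL-1) beta-arrestin reporter cells · Input – 1000 cells/well · Compound – single test compound dose, 20 µM final, 1% DMSO · Times – compound stimulation 90 min at 25 °C, detection 60 min · Technique – beta-gal luminescence · Read-out basis – APJ–arrestin association signal · Control set – negative DMSO alone, positive Apelin-13 at 10 nM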
APJ antag = APJ receptor antagonism. P35414. CHO-K1 APJ beta-arrestin complementation, luminescence. inhibition, % at 20 µM. 0.32% of 330,000 active. AID 2521;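 active = inhibition above about 40% at 20 µM, limit read from the data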;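 note: cells challenged with 10 nM apelin-13 agonist together with compound; plate controls were apelin-13 plus DMSO wells for no effect and DMSO wells lacking apelin-13 for full effect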
CXCR6 block = blocks human CXCR6 beta-arrestin recruitment. O00574. CHO-K1 PathHunter CXCR6 beta-arrestin, luminescence. inhibition, % at 20 µM. 0.36% of 360,000 active; in the data active = inhibition above about 34%, passing the limit was not always enough;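 note: antagonist mode with CXCL16 agonist at 10 nM final; 0% = 10 nM CXCL16 with DMSO and 100% = unstimulated wells without agonist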
ATG4B inh = inhibitors of human ATG4B cysteine protease | Q9Y4P1 | ATG4B cleavage of LC3-PLA2, NBD-HPC fluorescence, 1 h | inhibition, % at 8.33 µM | 0.51% of 340,000 active | AID 504462; in the data active = inhibition above about 40%
Gli-Sufu block = blocks Gli-Sufu signaling in a luciferase reporter | Sufu-KO-LIGHT fibroblasts, Gli luciferase reporter luminescence | inhibition, % at 5 µM | 0.74% of 340,000 active | AID 588413;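 active = inhibition above about 55%, limit read from the data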;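 note: 0% = DMSO-treated cells and 100% = wells with medium but no cells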
UBC13 inh = blocks human UBC13 polyubiquitin chain formation; inhibition, % at 20 µM; P61088; 0.47% of 330,000 active; TR-FRET; in the data active = inhibition above about 45%, passing the limit was not always enough
Target sequence (P61088 whole entry, looked up): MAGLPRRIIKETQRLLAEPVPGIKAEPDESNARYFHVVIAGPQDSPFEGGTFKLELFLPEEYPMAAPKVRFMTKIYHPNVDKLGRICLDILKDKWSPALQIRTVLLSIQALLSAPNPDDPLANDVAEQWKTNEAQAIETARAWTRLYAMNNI
CCR6 antag = CCR6 (human) receptor antagonism | P51684 | CHO-K1 CCR6 PathHunter beta-arrestin, luminescence, CCL20-stimulated | inhibition, % at 20 µM | 0.49% of 340,000 active | AID 493098;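 active = compounds whose inhibition of the agonist-driven luminescence signal at 20 µM reaches about 50%, limit read from the data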;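 note: cells stimulated with CCL20 at 14 nM final; plate controls were DMSO with CCL20 for no effect and DMSO without agonist for full effect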
Target sequence (P51684 whole entry, looked up): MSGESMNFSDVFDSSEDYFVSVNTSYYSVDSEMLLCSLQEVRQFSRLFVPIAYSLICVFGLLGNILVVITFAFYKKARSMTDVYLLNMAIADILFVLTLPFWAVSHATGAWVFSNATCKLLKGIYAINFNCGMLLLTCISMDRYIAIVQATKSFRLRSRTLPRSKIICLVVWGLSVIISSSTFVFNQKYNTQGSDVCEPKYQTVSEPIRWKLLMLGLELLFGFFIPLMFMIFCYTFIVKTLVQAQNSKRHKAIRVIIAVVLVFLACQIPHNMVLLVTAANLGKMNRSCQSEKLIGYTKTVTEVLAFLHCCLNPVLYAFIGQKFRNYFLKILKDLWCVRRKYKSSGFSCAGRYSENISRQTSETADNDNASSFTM
The depositor's hits bear a star; . = no result given.

Molecule	EBI2 block	APJ ag	APJ antag	CXCR6 block	ATG4B inh	Gli-Sufu block	UBC13 inh	CCR6 antag
COc1cc2ccccc2cc1C(=O)N1CCc2ccccc21	10.3	-1.8	19.5	6.2	21.1	-9.9	-1.9	11.8
CC1CCCCN1c1ccc(N)cc1C(N)=O (stereo not drawn)	-2.3	-3.9	11.8	10.1	4.8	-3.3	3.1	2.9
CCN(CC)C(=O)Cn1cc(S(=O)(=O)CC(=O)N2CCOCC2)c2ccccc21	3.7	-4.3	2.8	0.5	3.3	2.2	2.1	-9.4
O=C(Nc1ccccc1-c1ccccc1)c1cc(C(F)(F)F)cc(C(F)(F)F)c1	-1.3	5.2	-4.7	-0.3	7.3	-1.0	-2.5	14.5
COC(=O)Cc1ccc(OC(=O)CCS(=O)(=O)c2ccc(C)cc2)cc1	-8.8	6.8	-57.5	1.7	-2.9	-6.1	-1.8	-0.3
Cc1nn(-c2ccccc2)c(C)c1C(=O)OC(C)C(=O)NC1CCCCC1 (stereo not drawn)	15.4	-3.0	5.6	-7.5	-3.2	11.3	4.0	13.5
COc1ccc(C(C)=O)cc1COc1nc(C)nc2ccccc12	-2.0	2.7	6.7	1.5	-8.5	7.3	3.6	2.5
Cc1nc(NC(=O)CSC2=NCCS2)sc1C(=O)N(C)C	2.4	2.3	13.3	0.2	-0.4	40.7	6.1	1.8
CC1CCN(S(=O)(=O)c2ccc(C(=O)N3CCCC3C(=O)O)cc2)CC1 (stereo not drawn)	0.9	-1.0	-1.2	1.7	-1.3	-14.9	-2.1	2.5
O=C(O)C1CCCN1C(=O)c1cccs1 (stereo not drawn)	-1.4	-3.0	3.7	-3.3	-6.0	-6.3	-0.1	7.5
COc1ccc(NC(=O)c2c([N+](=O)[O-])c(C(C)(C)C)nn2C)cc1	6.6	-3.8	21.9	-2.7	6.5	0.1	-3.9	13.9
CCOC(=O)c1[nH]c(C)c(C(=O)OCC(=O)NC(=O)NC(C)(C)C)c1C	-1.0	-1.4	-26.2	4.0	6.9	-4.8	-10.6	-6.0
Cc1cc(C)n2nc(SCCC(=O)NCc3ccccc3)nc2n1	-11.1	0.2	-7.2	4.2	3.5	3.2	-2.1	-2.0
COc1ccc(OC(=O)N2CCOCC2)cc1	-10.6	-1.9	15.4	2.9	-6.5	-5.9	6.0	2.0
CCCn1c(SCC(=O)NCCc2ccc(OC)c(OC)c2)nc2c1c(=O)n(C)c(=O)n2C	-5.1	-4.6	1.4	4.9	-7.1	-6.3	10.4	2.7
c1ccc2c(COn3nnc4ccccc43)cccc2c1	-0.8	-5.0	-8.9	-0.3	-2.3	-54.0	4.3	19.3
COc1cc2c(C(=O)O)c(C)n(CC(C)C)c2c2ccccc12	-11.5	.	.	-4.4	15.8	3.7	.	-24.4
COc1ccc(CCNc2oc(-c3ccccc3OC)nc2C#N)cc1OC	-2.9	-1.1	-29.4	-8.8	8.0	-11.6	6.3	-3.1
O=C(c1cccs1)N1CCN(Cc2nc3ccccc3c(=O)[nH]2)CC1	4.3	1.7	12.1	1.2	-10.8	-3.0	2.4	-16.8
O=C(Nc1ncc2c(n1)-c1ccccc1OC2)c1ccc(Cl)cc1Cl	-18.4	-1.5	-0.7	0.8	-6.9	17.4	20.2	-0.3
Cc1ccc(CNC(=O)CNS(=O)(=O)c2ccc3c(c2)C(C)(C)C(=O)N3C)cc1	-7.2	-2.3	-4.6	-3.4	-10.3	0.6	-6.5	4.7
Cc1ccc(S(=O)(=O)N/N=C\c2cn(CC(N)=O)c3ccccc23)cc1C	-3.9	-4.1	16.0	-7.0	34.5	-3.2	3.8	14.8
Cc1cc(C(=O)Nc2cnc3ccccc3c2)ccc1[N+](=O)[O-]	7.9	0.5	-2.2	-3.0	-14.0	-62.9	-3.6	7.5
COc1ccccc1NS(=O)(=O)c1ccc(C)c(C(=O)NC2=NCCS2)c1	-1.3	-1.6	-4.2	3.7	-4.4	-12.9	-0.2	-4.8
O=C1c2ccccc2C(=O)N1Nc1ccc([N+](=O)[O-])cc1[N+](=O)[O-]	13.5	-7.4	21.6	21.7	-3.0	-9.9	-28.1	45.2
Cc1ccc(S(=O)(=O)NCc2ccccc2)cc1C(=O)NCC(C)(C)N1CCOCC1	0.7	-3.4	14.4	-4.3	-5.3	13.1	7.2	0.2
Cc1ccc(S(=O)(=O)N2CCCCC2)cc1NC(=O)C1CC(=O)N(Cc2ccccc2)C1 (stereo not drawn)	-2.9	1.6	-3.4	5.8	-4.3	2.6	0.3	14.7
O=C(NCC1CCCO1)c1coc2nc3ccccc3nc12 (stereo not drawn)	1.7	-3.8	6.3	-0.7	-1.1	4.8	-1.2	6.2
Cc1ccc(OCC(=O)OC2CCS(=O)(=O)C2)cc1 (stereo not drawn)	11.1	1.4	12.5	-2.8	1.4	-2.3	3.4	7.7
Cc1cc(NC(=O)CSc2ccc(F)cc2)no1	-2.2	-0.6	-22.1	1.0	3.8	-8.8	-11.3	10.1
CC(=O)Nc1sc(N/N=C\c2ccccc2)nc1-c1cccs1	-1.3	-1.6	8.3	-3.3	-13.5	-18.9	-10.1	29.0
CNNC(=S)Nc1cccc(C(F)(F)F)c1	2.3	5.0	1.6	1.8	3.7	-1.5	-0.4	3.4
Cc1cc(C)c(NC(=O)COC(=O)C2CCCO2)c(C)c1 (stereo not drawn)	7.2	-3.7	6.8	-0.4	-1.3	5.0	2.2	-4.0
Cc1csc(=O)n1CC(=O)OCC(=O)c1ccc(Br)cc1	-5.8	-9.2	27.0	5.9	3.7	-5.0	-3.2	26.0
COc1ccc(CNC(=O)C[C@H]2C[C@H](C(=O)N3CCCCC3)[C@@]3(C)c4[nH]c5cc(-c6ccco6)ccc5c4CCN3C2=O)cc1OC	6.1	.	.	0.5	-11.3	1.8	.	3.9
CCOC(=O)C1CCN(C(=O)CCc2c(C)nc3c(-c4ccc(F)cc4)c(C)nn3c2C)CC1	5.8	-3.8	18.2	3.6	-3.7	21.5	4.7	8.0
COc1ccc(Cc2nc(-c3ccncc3)no2)cc1	-8.4	-2.3	3.2	-2.1	-2.2	-3.6	-2.7	16.4
CCC(=O)c1ccc(-c2ccccc2)cc1	-2.9	-0.9	-1.2	-2.5	-12.2	-28.6	-4.3	-13.2
CCOC(=O)N1CCN(C(=O)c2ccc(OC)cc2)CC1	3.9	-4.3	19.1	-1.6	-5.3	-4.4	10.0	3.1
Cc1c(NC(=O)c2ccc(-c3cccc([N+](=O)[O-])c3)o2)c(=O)n(-c2ccccc2)n1C	-0.7	-1.9	4.7	0.6	-7.4	2.6	-9.0	5.1
O=C(N1CCOCC1)N(Cc1ccco1)CC1CCCO1 (stereo not drawn)	-9.2	-6.6	12.7	5.0	-3.0	-1.7	-2.0	4.1
C/C=C\C(=O)Nc1cccc(C2=NOC3(C2)C[C@H](C(N)=O)N(C(=O)Cc2ccc([N+](=O)[O-])cc2)C3)c1 (stereo partly drawn)	-13.1	-3.9	3.9	-0.8	-6.4	0.2	1.4	0.0
COc1cccc(-c2nn(-c3ccccc3)cc2/C=C(\C#N)C(=O)NCCCn2ccnc2)c1	31.0	-0.7	-6.6	6.6	-20.9	-3.4	2.0	7.6
CN(NC(=O)c1ccc(Cl)cc1)c1nc(-c2ccccc2)nnc1C(F)(F)F	7.8	-4.8	9.0	-6.4	-14.4	0.1	-4.7	10.3
Cc1cccc(SCC(=O)Nc2ccccc2[N+](=O)[O-])c1	-1.3	-3.5	-0.7	-0.2	-26.0	-15.1	2.5	6.9
N#C/C(=C\c1c[nH]c2ccc(Br)cc12)c1ccccn1	19.5	4.3	-9.2	-0.8	-11.8	-6.8	7.3	-7.9
CSCCC(NC(=O)c1ccccc1Cl)C(=O)N1CCN(C(C)=O)CC1 (stereo not drawn)	-11.1	-1.0	2.4	5.6	-2.1	-5.6	10.1	-1.4
Cc1ccc(NC(=S)/N=C(\N)Nc2nc(C)c3ccccc3n2)cc1C	11.5	-3.0	2.8	22.0	-1.9	-2.1	-9.4	22.8

An excerpt taken from the entries so far, as a working copy:
Molecule	EBI2 block	APJ ag	APJ antag	CXCR6 block	ATG4B inh	Gli-Sufu block	UBC13 inh	CCR6 antag
COc1ccc(Cc2nc(-c3ccncc3)no2)cc1	-8.4	-2.3	3.2	-2.1	-2.2	-3.6	-2.7	16.4
CCC(=O)c1ccc(-c2ccccc2)cc1	-2.9	-0.9	-1.2	-2.5	-12.2	-28.6	-4.3	-13.2
CCOC(=O)N1CCN(C(=O)c2ccc(OC)cc2)CC1	3.9	-4.3	19.1	-1.6	-5.3	-4.4	10.0	3.1

Next records:
Molecule	EBI2 block	APJ ag	APJ antag	CXCR6 block	ATG4B inh	Gli-Sufu block	UBC13 inh	CCR6 antag
CCCCC(=O)O[C@H]1CC[C@H]2[C@@H]3CCc4cc(O)ccc4[C@H]3CC[C@]12C	8.8	2.5	-7.9	-10.0	-0.2	-15.4	26.9	-16.7
CC(C)CN(CC(C)C)C1=N/C(=C\c2ccco2)C(=O)N1c1ccccc1	7.4	-1.6	11.3	11.5	6.3	2.6	-9.3	12.6
O=c1oc2c(CN3CCOCC3)c(O)ccc2c2c1CCC2	-9.6	-0.1	17.1	1.2	-1.4	8.3	3.0	4.3
CN(CC(=O)OCC(=O)Nc1ccccc1)S(=O)(=O)c1ccc(Cl)cc1	5.0	9.5	-13.5	3.6	-12.2	2.8	-4.4	0.7
CN(C(=O)c1ccc(N2CCCCC2)c([N+](=O)[O-])c1)C1(C)CCS(=O)(=O)C1 (stereo not drawn)	-13.7	-0.1	28.0	3.4	-3.2	4.6	-19.3	9.5
COc1cc(C(=O)NCCCCc2ccccc2)cc(OC)c1OC	-7.7	1.7	4.4	-0.9	-2.1	3.2	-5.1	15.1
NC(=O)COC(=O)c1cc([N+](=O)[O-])ccc1NCCO	-4.0	-2.8	-11.4	1.6	-1.3	5.5	-13.7	1.9
COc1cc(C)c(N(C(C)=O)c2ccccc2)c(C)c1	3.5	-0.4	15.6	4.3	-14.0	2.4	5.8	3.1
CCC(NC(=S)NCc1ccc(F)cc1)c1ccc(C(C)C)cc1 (stereo not drawn)	13.2	2.3	0.7	-6.0	53.9*	14.2	2.4	22.8
CC1CN(C(=O)CCNC(=O)c2ccccc2Cl)CC(C)O1 (stereo not drawn)	-2.6	-3.0	0.6	5.3	3.4	-13.6	-2.0	1.3
CCOc1ccc(OCCC(=O)OCC(=O)NCCc2ccc(S(N)(=O)=O)cc2)cc1	-6.8	0.0	-28.1	1.6	-9.8	-20.3	-9.5	10.7
CCOc1ccc(NC(=O)c2ccc3[nH]c(=O)c(=O)[nH]c3c2)cc1	1.4	1.0	10.7	-1.2	7.8	-3.6	2.0	4.5
O=C(CSc1nnc(-c2cccnc2)n1Cc1ccco1)c1ccc(Cl)c(Cl)c1	7.9	0.2	-4.3	-1.0	24.1	9.0	-12.0	22.2
COc1cc(C2C(C#N)=C(N)N(c3sc4c(c3C#N)CCCC4)C3=C2C(=O)CC(C)(C)C3)cc(OC)c1OC (stereo not drawn)	11.3	-2.0	1.4	-4.0	-4.8	9.8	5.1	0.2
Cc1ccnc(NC(=O)Nc2ccc3c(c2)N(C)C(=O)CS3)c1	12.8	-1.5	-6.8	3.0	-12.5	-99.5	3.9	10.2
CCOC(=O)N1CCN(C(=O)CC(C)S(=O)(=O)c2cc3c(cc2C)NC(=O)CO3)CC1 (stereo not drawn)	7.9	0.9	11.1	0.8	-1.6	-11.8	7.2	-1.6
CCN(CC)Cc1c(O)ccc2c(C)c(CC(=O)OC)c(=O)oc12	-17.4	-1.8	-1.9	-3.6	-6.3	3.3	14.2	0.9
